Screening results from PubChem BioAssay.
rCAG RNA binder = molecules binding r(CAG) RNA repeats. r(CAG) RNA repeat, TO-PRO-1 dye displacement fluorescence. inhibition, % at 3 µM. hit rate 1.3% among 370,000;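 active means inhibition above the plate cutoff, the mean of all test compounds on that plate plus 3 SD, cut at about 35% in these data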;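 further: 0% = DMSO alone and 100% = 100 µM mitoxantrone as full dye displacement; higher means more dye released from RNA so lower well fluorescence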
HTRA1 inhibitor = inhibitors of human serine peptidase HTRA1. Q92743. inhibition, % at 5.96 µM. AID 504803. recombinant HTRA1, FP-rhodamine activity-based probe, fluorescence polarization. hit rate 0.5% among 340,000; in the data active means inhibition above about 36%;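 further: 0% = enzyme with DMSO and 100% = wells lacking enzyme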
TCR-CD3 inh = blocks the human TCR-CD3 interaction | hit rate 0.37% among 360,000 | AID 651800 | inhibition, % at 9.4 µM | TAMRA-labeled TCR probe fluorescence, biochemical; in the data active means inhibition above about 19%;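 further: recombinant mutant TCR 2C K166C tagged with TAMRA read by polarization; 0% = receptor in buffer alone and 100% = receptor with positive control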
SIAE primary = human SIAE inhibition, primary screen; SIAE FP-Rh probe binding, fluorescence polarization; Q9HAT2; hit rate 0.69% among 370,000; AID 1053197; inhibition, % at 9.66 µM;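 active means inhibition above a cutoff: mean of compounds within the control limits plus 3 SD of those, cut at about 17% in these data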;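 further: 0% = plate median of compound wells and 100% = probe without SIAE protein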
Target sequence (Q9HAT2 whole entry, looked up): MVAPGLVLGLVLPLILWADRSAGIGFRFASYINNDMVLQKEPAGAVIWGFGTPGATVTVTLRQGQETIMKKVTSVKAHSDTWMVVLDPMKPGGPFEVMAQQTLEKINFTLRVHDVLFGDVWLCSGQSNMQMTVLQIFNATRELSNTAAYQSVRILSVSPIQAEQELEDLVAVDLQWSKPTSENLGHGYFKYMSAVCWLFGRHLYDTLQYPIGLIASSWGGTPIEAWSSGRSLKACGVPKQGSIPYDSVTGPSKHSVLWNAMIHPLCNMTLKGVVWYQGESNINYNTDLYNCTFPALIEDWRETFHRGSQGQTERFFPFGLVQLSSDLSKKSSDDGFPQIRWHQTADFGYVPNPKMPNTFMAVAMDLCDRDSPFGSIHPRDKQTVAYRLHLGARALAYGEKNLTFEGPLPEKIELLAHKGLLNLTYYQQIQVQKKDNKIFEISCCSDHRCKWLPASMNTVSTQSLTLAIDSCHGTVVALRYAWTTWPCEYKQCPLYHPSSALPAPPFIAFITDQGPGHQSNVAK
MBD2 DNA inh = blocks human MBD2 binding to methylated DNA | inhibition, % at 4.4 µM | TR-FRET, MBD2 binding to methylated oligonucleotide | hit rate 0.31% among 370,000 | AID 686964; in the data active means inhibition above about 13%
PRMT1 FP inh = blocks human protein arginine methyltransferase 1; Q99873; recombinant PRMT1, activity-based probe fluorescence polarization; inhibition, % at 2.79 µM; hit rate 1.3% among 370,000; AID 652257;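 active means inhibition above about 21% made by adding two undisclosed values, limit read from the data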
Target sequence (Q99873 whole entry, looked up): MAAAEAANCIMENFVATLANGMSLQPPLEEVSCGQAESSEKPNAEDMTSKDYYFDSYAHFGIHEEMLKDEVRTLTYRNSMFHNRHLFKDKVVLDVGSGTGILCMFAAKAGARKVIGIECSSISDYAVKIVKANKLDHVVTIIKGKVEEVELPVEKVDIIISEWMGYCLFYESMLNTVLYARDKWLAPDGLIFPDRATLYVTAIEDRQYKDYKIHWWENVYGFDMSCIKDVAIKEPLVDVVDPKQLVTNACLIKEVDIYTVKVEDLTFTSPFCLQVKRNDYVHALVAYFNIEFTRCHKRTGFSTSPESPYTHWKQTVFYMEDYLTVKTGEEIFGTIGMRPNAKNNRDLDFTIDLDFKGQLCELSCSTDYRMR
mABHD4 FP = inhibitors of mouse ABHD4. purified mABHD4, FP-Rh probe fluorescence polarization. inhibition, % at 8.92 µM. AID 720543. Q8VD66. hit rate 0.54% among 370,000;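 active means inhibition exceeding the mean over every tested compound plus 3 SD, cut at about 30% in these data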;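 further: 0% = plate median of compound wells and 100% = S159A mutant with DMSO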
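Assay system: Wild-type mouse ABHD4 protein | Medium: HEPES pH 7.0 buffer, 150 mM NaCl, 0.01% Pluronic F-127 | Incubation: Enzyme–compound pre-incubation 45 min, then probe 60 min, both 25 °C | Technique: Fluorescence polarization with parallel and perpendicular emission, 525/598 nm | Evaluation: % inhibition of FP-Rh probe binding versus controls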
UHRF1 binding = UHRF1 methyl-DNA binding inhibition; UHRF1 binding to methylated oligo, TR-FRET; hit rate 0.75% among 370,000; AID 687016; inhibition, % at 4.4 µM; in the data active means inhibition above about 21%;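 further: UHRF1 SRA domain binding a hemimethylated CpG hairpin DNA probe; 0% = median of test compound wells and 100% = reference inhibitor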
NPR1 activator = GC-A (human) enzyme activation; hit rate 0.14% among 370,000; P16066; AID 1671463; activation, % at 10 µM; HEK293 GC-A cells, cGMP TR-FRET, EC30 ANP; 0% at EC30 ANP, 100% saturating ANP; in the data active means activation above about 40%
NPR2 activator = GC-B (human) receptor activation | hit rate 0.11% among 370,000 | AID 1920062 | activation, % at 10 µM | HEK293-GC-B cells, CNP EC30, cGMP TR-FRET; 0% at EC30 CNP, 100% saturating CNP;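 active means activation at 10 µM reaching about 35% in either raw or pattern-adjusted values, limit read from the data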
* = called active by the depositor; x = not tested or not shown.

SMILES	rCAG RNA binder	HTRA1 inhibitor	TCR-CD3 inh	SIAE primary	MBD2 DNA inh	PRMT1 FP inh	mABHD4 FP	UHRF1 binding	NPR1 activator	NPR2 activator
COc1ccc(CCNC(=O)CCCNC(=O)Cn2cnc3sc(C)c(C)c3c2=O)cc1OC	-6	4	6	-4	0	0	1	0	0	1
Cc1ccc(N(CC(=O)NCc2ccco2)C(=O)CNS(=O)(=O)c2ccccc2)c(C)c1	0	2	-1	-10	-5	-5	-6	1	-4	-5
Cc1ccc(NC2c3ncccc3C(=O)N2Cc2cccs2)cc1 (stereo not given)	-3	5	-6	8	6	4	-2	1	-2	-1
COc1cc(C(=O)Nc2cc(S(C)(=O)=O)ccc2Cl)ccc1OCC(=O)N1CCOCC1	3	-3	2	6	-3	0	5	-1	1	-1
CCC(=O)N1CCCC(C(=O)Nc2nc3ccccc3n2C)CC1 (stereo not given)	0	x	-4	-5	4	5	-4	5	2	3
O=C(O)CSc1ncnc2c1sc1nc(-c3ccccc3)c3c(c12)CCC3	29	-2	14	-20	0	2	-17	5	9	-11
COc1ccccc1NC(=S)NCCc1ccc(OC)c(OC)c1	0	0	-4	3	0	-2	3	1	2	2
COc1cc(/C=N/NC(=O)COc2ccc(Cl)cc2)ccc1OS(=O)(=O)c1ccc(C)cc1	16	-75	57*	1	-3	-2	-41	-2	0	2
C1CCN2C[C@@H]3C[C@@H](CN4CCCC[C@@H]34)[C@H]2C1	6	1	1	4	0	0	-5	-2	5	5
NC1(N2SC(S)=C3CCCC=C32)CCCCC1	11	x	-2	5	1	10	9	-4	-1	1
CCOC(=O)CNC(=O)N1CCCC(CCC(=O)NCc2ccc(F)c(F)c2)C1 (stereo not given)	-6	3	3	6	-4	-3	-2	-1	1	-2
Cc1ccc(N2CC(C(=O)N3CCC4(CC3)CC(=O)c3ccccc3O4)CC2=O)cc1 (stereo not given)	-8	-5	-2	9	0	1	3	2	-2	-1
CN(C)S(=O)(=O)Nc1ccc(Cc2ccncc2)cc1	1	9	-2	-4	1	1	2	-3	3	1
CCc1c(C)sc(NC(=S)Nc2cccnc2)c1C(=O)OC	-2	-2	2	7	-7	4	4	-2	3	-3
Cc1ccc2c(c1)S/C(=C/c1ccc[n+](C)c1)N2CCO	-3	5	7	4	-19	0	-2	-89	-10	-7
COc1ccc2c(c1)C(NS(=O)(=O)OCC(Cl)(Cl)Cl)CCC2 (stereo not given)	-6	-23	-4	3	-2	2	-5	1	-1	5
Cn1nccc1C(=O)NC1CCN(Cc2ccccc2)CC1	-2	1	3	2	-1	1	0	1	2	5
NC(=O)CSc1nc2sc(-c3ccccc3)cc2c(=O)n1N	2	2	-2	-7	-6	0	-1	-9	-3	-6
CCNC(=S)N/N=C(\C)c1ccc(Cl)s1	0	4	-4	11	2	0	6	-2	6	12
CCCc1nnc(SCC(=O)N2CCOCC2)n1C	-1	2	-3	-4	5	3	-13	10	5	-1
O=C(N/N=C/c1cccnc1)c1ccc(S(=O)(=O)N2CCCCCC2)cc1	-1	2	3	-6	2	2	-2	2	-3	-10
S=C(NCc1ccc(Cl)cc1)NC1CCCCC1	-1	-17	5	-7	3	0	-10	1	11	2
O=[N+]([O-])c1cc(S(=O)(=O)Nc2cccc(C(F)(F)F)c2)ccc1-n1nnc2ccccc21	78*	-42	-2	-6	-3	2	-9	0	0	5
COCCN1C[C@@H](CO)O[C@@H](n2cnc3c(NCc4ccncc4)ncnc32)C1	0	x	-2	-2	-1	4	2	-2	1	0
CCN(CC)C(=O)C1CCN(S(=O)(=O)c2c(C)noc2/C=C/c2cccc(C)c2)CC1	3	-29	1	9	-6	-6	-11	-2	-1	-4
COC(=O)c1ccccc1NC(=O)C1CC(=O)N(C2CCCCC2)C1 (stereo not given)	-4	-1	2	0	-1	1	4	-1	-3	0
CCCOc1ccc(NC(=O)CC2Nc3ccccc3NC2=O)cc1 (stereo not given)	0	3	-5	-3	3	1	7	1	0	-3
COc1ccc(C(=O)Nc2ccc(Br)cn2)cc1S(=O)(=O)N1CCOCC1	1	-6	4	-1	0	0	2	-1	0	1
COc1ccc(C2c3cc4c(cc3OC(N3CCOCC3)C2C)OCO4)c(OC)c1 (stereo not given)	4	-3	-1	16	1	-3	-5	0	-3	-6
CC(=O)C1=C(O)C(=O)N(c2cc(C(C)(C)C)on2)C1c1ccc(Br)cc1 (stereo not given)	47*	-6	-10	-10	9	2	-22	1	-5	-1

An excerpt of these results, with two lines to a compound:
Each structure is followed by: rCAG RNA binder	HTRA1 inhibitor	TCR-CD3 inh	SIAE primary	MBD2 DNA inh	PRMT1 FP inh	mABHD4 FP	UHRF1 binding	NPR1 activator	NPR2 activator
> Cn1nccc1C(=O)NC1CCN(Cc2ccccc2)CC1
→ -2	1	3	2	-1	1	0	1	2	5
> NC(=O)CSc1nc2sc(-c3ccccc3)cc2c(=O)n1N
→ 2	2	-2	-7	-6	0	-1	-9	-3	-6
> CCNC(=S)N/N=C(\C)c1ccc(Cl)s1
→ 0	4	-4	11	2	0	6	-2	6	12
> CCCc1nnc(SCC(=O)N2CCOCC2)n1C
→ -1	2	-3	-4	5	3	-13	10	5	-1
> O=C(N/N=C/c1cccnc1)c1ccc(S(=O)(=O)N2CCCCCC2)cc1
→ -1	2	3	-6	2	2	-2	2	-3	-10
> S=C(NCc1ccc(Cl)cc1)NC1CCCCC1
→ -1	-17	5	-7	3	0	-10	1	11	2
> O=[N+]([O-])c1cc(S(=O)(=O)Nc2cccc(C(F)(F)F)c2)ccc1-n1nnc2ccccc21
→ 78*	-42	-2	-6	-3	2	-9	0	0	5
> COCCN1C[C@@H](CO)O[C@@H](n2cnc3c(NCc4ccncc4)ncnc32)C1
→ 0	x	-2	-2	-1	4	2	-2	1	0
> CCN(CC)C(=O)C1CCN(S(=O)(=O)c2c(C)noc2/C=C/c2cccc(C)c2)CC1
→ 3	-29	1	9	-6	-6	-11	-2	-1	-4
> COC(=O)c1ccccc1NC(=O)C1CC(=O)N(C2CCCCC2)C1 (stereo not given)
→ -4	-1	2	0	-1	1	4	-1	-3	0
> CCCOc1ccc(NC(=O)CC2Nc3ccccc3NC2=O)cc1 (stereo not given)
→ 0	3	-5	-3	3	1	7	1	0	-3
> COc1ccc(C(=O)Nc2ccc(Br)cn2)cc1S(=O)(=O)N1CCOCC1
→ 1	-6	4	-1	0	0	2	-1	0	1
> COc1ccc(C2c3cc4c(cc3OC(N3CCOCC3)C2C)OCO4)c(OC)c1 (stereo not given)
→ 4	-3	-1	16	1	-3	-5	0	-3	-6
> CC(=O)C1=C(O)C(=O)N(c2cc(C(C)(C)C)on2)C1c1ccc(Br)cc1 (stereo not given)
→ 47*	-6	-10	-10	9	2	-22	1	-5	-1

Following part.
SMILES	rCAG RNA binder	HTRA1 inhibitor	TCR-CD3 inh	SIAE primary	MBD2 DNA inh	PRMT1 FP inh	mABHD4 FP	UHRF1 binding	NPR1 activator	NPR2 activator
C=CCn1c2ccccc2c2nnc(SCc3ccc4nonc4c3)nc21	1	-13	0	2	0	2	-1	-1	2	4
Cc1cc(C)n2nc(-c3ccc(Cl)cc3)cc2n1	-3	1	-4	0	-1	0	-6	1	6	0
O=C(NCc1ccco1)C1(S(=O)(=O)c2ccccc2)CC=CC1	-1	-2	-4	1	2	1	5	1	1	5
O=C(CN1CCSCC1)N/N=C/c1cccc(Cl)c1	-3	-2	-3	2	7	6	10	1	-1	2
Cc1ccc(S(=O)(=O)N(C)C[C@H]2Oc3c(NC(=O)Nc4cccc5ccccc45)cccc3C(=O)N([C@@H](C)CO)C[C@@H]2C)cc1	14	-20	4	-7	-4	2	-5	-1	-2	8
O=C(Nc1ccc(O)c(C(=O)O)c1)c1ccc2c(c1)C(=O)N(CC1CCCO1)C2=O (stereo not given)	22	0	3	-2	1	-2	10	2	6	1
CN(CC(=O)Nc1ccccc1Cl)C(=O)COC(=O)c1nc(Cl)c(Cl)c(Cl)c1Cl	2	-5	-2	-3	-5	1	-8	0	13	6
CCN1CCN(C(c2ccccc2)c2nnnn2C(C)(C)C)CC1 (stereo not given)	1	x	-6	7	-1	-6	-5	6	-2	2
O=C(c1cc([N+](=O)[O-])ccc1Cl)N1c2ccccc2Sc2ccccc21	2	-16	2	-1	0	4	-5	2	-8	-6
CCOc1ccc(-c2nn[nH]n2)cc1OCC	-2	-2	-6	-9	4	1	-1	2	-2	1
CCCCOc1ccc(C(=O)N(C)CC(=O)Nc2ccc(C)cc2)cc1	-2	-6	-2	-1	5	0	2	10	1	5
C#CCSc1nc(-c2ccccc2)cc(C(F)(F)F)c1C#N	6	-5	-4	7	-1	-2	0	19	11	7
C/C(=N\NC(=O)CSCc1ccc(Cl)cc1)c1ccc(NC(=O)c2ccccc2)cc1	3	1	1	2	-7	-1	-8	1	-9	-4
COc1ccc(-n2c(CN3CCN(c4ccccc4)CC3)nc3ccc([N+](=O)[O-])cc3c2=O)c(OC)c1	10	-7	-4	3	0	3	0	1	-5	-1
CN(C)CCSc1nc(-c2ccccc2)nc2c1CCCC2	-6	x	1	6	4	-2	4	-4	4	-9
CCOC(=O)c1cc(-c2ccccc2)sc1NC(=S)Nc1cc(C)ccn1	1	4	5	0	-4	-8	1	1	4	4
COC(=O)c1sc(S(=O)(=O)N2CCC(C)CC2)c(C(=O)OC)c1C	-5	-6	-10	3	-3	0	-1	24*	-1	-1
CC(CNC(=O)c1cc(Cl)ccc1[N+](=O)[O-])NC(=O)c1cc(Cl)ccc1[N+](=O)[O-] (stereo not given)	4	0	-2	5	-4	4	4	1	-1	2
Cc1ccc(S(=O)(=O)NCCC(=O)OCC(=O)N(Cc2ccccc2)C(C)(C)C)cc1	3	-11	0	-4	-1	-2	5	3	-3	-3
Cc1ccc(NC(=O)Cn2nnc(C(=O)NCCc3ccccc3)c2N)cc1Cl	3	-3	-8	-14	-2	3	3	-2	-7	-4
COc1ccc(CN(C)C(=O)c2cccc(C(=O)N(C)Cc3ccc(OC)cc3)c2)cc1	-6	-6	-6	-2	0	5	4	4	-15	-6
COc1ccc(N2C(=NC(=O)C3CCCCC3)SC3CS(=O)(=O)CC32)cc1Cl (stereo not given)	-1	-1	0	3	-2	-2	1	1	-10	-2
Cc1cc2nc3s/c(=C/c4ccc(-c5ccccc5C(=O)O)o4)c(=O)n3c2cc1C	17	11	-6	-5	5	11	15	19	11	0
Cc1ccc(OCCN(C)C(=O)CC2C(=O)NCCN2CC(C)(C)C)cc1 (stereo not given)	-4	-8	-1	0	1	2	4	-4	0	11
COc1ccc(NC(=O)c2c(C)oc3c2CCCC3)cc1	-4	0	3	3	2	-6	-4	-1	1	-2

Sorted by the number under mABHD4 FP (falling): three from the list above.
SMILES	mABHD4 FP
Cc1cc2nc3s/c(=C/c4ccc(-c5ccccc5C(=O)O)o4)c(=O)n3c2cc1C	15
COc1ccc(CN(C)C(=O)c2cccc(C(=O)N(C)Cc3ccc(OC)cc3)c2)cc1	4
COc1ccc(N2C(=NC(=O)C3CCCCC3)SC3CS(=O)(=O)CC32)cc1Cl (stereo not given)	1

These rows are one share of the data (hit frequency here may not be typical).
